# From PubChem BioAssay
# M5 PAM: human M5 muscarinic receptor positive allosteric modulators, primary screen, CHO-K1 cells, Fluo-8 calcium fluorescence; hit rate 0.3% among 360,000; CHO-K1 hM5, ACh EC20 PAM; 0% = ACh EC20, 100% = ACh EC100; Muscarinic acetylcholine receptor M5 (Homo sapiens), P08912; activation, % at 3 µM;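 active means activation above the run cutoff, the mean activation of all test compounds plus 3 SD, cut at about 18% in these data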
# Target sequence (P08912 whole entry, looked up): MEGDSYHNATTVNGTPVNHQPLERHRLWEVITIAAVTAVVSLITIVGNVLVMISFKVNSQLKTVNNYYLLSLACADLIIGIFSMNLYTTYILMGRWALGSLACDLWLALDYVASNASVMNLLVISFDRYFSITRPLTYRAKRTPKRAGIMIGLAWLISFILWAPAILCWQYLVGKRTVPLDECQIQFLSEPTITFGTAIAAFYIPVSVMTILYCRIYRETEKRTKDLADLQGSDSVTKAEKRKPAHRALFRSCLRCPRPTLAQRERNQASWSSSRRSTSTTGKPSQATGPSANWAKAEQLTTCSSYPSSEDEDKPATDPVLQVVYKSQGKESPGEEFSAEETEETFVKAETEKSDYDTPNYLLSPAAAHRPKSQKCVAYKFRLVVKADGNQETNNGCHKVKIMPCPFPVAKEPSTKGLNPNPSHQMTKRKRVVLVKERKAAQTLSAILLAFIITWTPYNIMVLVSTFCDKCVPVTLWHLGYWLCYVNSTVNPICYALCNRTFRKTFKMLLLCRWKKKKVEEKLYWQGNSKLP
#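 Assay system – human M5 receptor in CHO-K1 cells · Read-out – % activation, ACh-normalized · Technique – Fluo-8 calcium fluorescence · Dosing – single-point, 3 µM nominal · Incubation – Fluo-8 loading 80 min at 37 °C plus 30 min room temperature · Repeats – singlicate, one well per test compound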
# M1 PAM: human M1 muscarinic receptor positive allosteric modulators, primary screen, CHO-K1 cells, Fluo-8 calcium fluorescence, 1536-well. CHO-K1 hM1, ACh EC20; 0% = ACh EC20, 100% = maximal ACh. activation, % at 3 µM. hit rate 0.088% among 360,000. AID 588819, 2011; in the data active means activation above about 19%, passing the limit was not always enough
# Target sequence (P11229 whole entry, looked up): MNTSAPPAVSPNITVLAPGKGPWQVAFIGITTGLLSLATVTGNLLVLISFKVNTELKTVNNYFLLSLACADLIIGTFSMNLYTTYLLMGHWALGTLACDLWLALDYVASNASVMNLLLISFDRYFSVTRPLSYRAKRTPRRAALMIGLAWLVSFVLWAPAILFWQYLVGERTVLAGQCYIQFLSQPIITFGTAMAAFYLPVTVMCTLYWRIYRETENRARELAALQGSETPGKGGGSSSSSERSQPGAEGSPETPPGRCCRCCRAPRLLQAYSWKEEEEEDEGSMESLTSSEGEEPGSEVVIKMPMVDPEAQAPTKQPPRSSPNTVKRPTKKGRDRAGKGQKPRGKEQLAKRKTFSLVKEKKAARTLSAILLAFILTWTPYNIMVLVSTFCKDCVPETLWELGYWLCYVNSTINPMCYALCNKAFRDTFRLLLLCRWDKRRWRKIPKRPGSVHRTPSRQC
# M4 ag: human M4 muscarinic receptor agonists, primary screen, CHO-K1 cells, Fluo-8 calcium fluorescence; Muscarinic acetylcholine receptor M4 (Homo sapiens), P08173; CHO-K1 hM4/Gqi5; vehicle 0%, full acetylcholine response 100%; activation, % at 3 µM; hit rate 0.14% among 360,000;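 active means activation above the run mean over all test wells plus 3 SD, cut at about 32% in these data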;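 further: peak over basal fluorescence ratio per well then scaled between controls; 0% = DMSO wells and 100% = acetylcholine at EC100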
# CRFR2-BP ag: agonists of CRF-BP/CRF-R2 complex, primary screen, cell-based, HEK293, calcium dye fluorescence, uHTS; CRF-binding protein / CRF receptor 2 complex (human); calcium dye fluorescence (FLIPR); percent of saturating CRF peptide response; activation, % at 13.2 µM; hit rate 0.46% among 350,000;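 active means activation of at least 50%, plus an integration ratio under a set limit after plate pattern correction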;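 further: plate controls were neutral control wells without compound for no effect and CRF at EC100 for full effect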
# CHRM4 PAM: human M4 muscarinic receptor positive allosteric modulators, primary screen, CHO-K1 cells, Fluo-8 calcium fluorescence; Muscarinic acetylcholine receptor M4 (Homo sapiens), P08173; CHO-K1 hM4/Gqi5, ACh EC20; 0% = ACh EC20, 100% = maximal ACh; activation, % at 3 µM; hit rate 0.4% among 360,000;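 active means activation above its plate's cutoff, the mean activation of sample wells plus 3 SD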; further: some results filed as inactive read as strong as hits
# CHRM5 agonist: human M5 muscarinic receptor agonists, primary screen, CHO-K1 cells, Fluo-8 calcium fluorescence | CHO-K1 hM5 cells; 0% DMSO wells, 100% maximal acetylcholine response | Muscarinic acetylcholine receptor M5 (Homo sapiens), P08912 | activation, % at 3 µM | hit rate 0.19% among 360,000;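 active means activation above the run's mean over test compounds plus 3 SD, cut at about 23% in these data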;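 further: signal is peak over basal fluorescence ratio across the kinetic read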
# CRFR2-BP antag: antagonists of CRF-BP/CRF-R2 complex, primary screen, cell-based, HEK293, calcium dye fluorescence, uHTS | CRF-induced calcium fluorescence | inhibition, % at 11.8 µM | hit rate 0.59% among 350,000 | AID 588475, 2011;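 active means inhibition of the ligand-induced calcium signal above about 50% at the single tested concentration, limit read from the data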
# M4 antag: human M4 muscarinic receptor antagonists, primary screen, CHO cells, Fluo-8 calcium fluorescence. CHO-hM4 cells, ACh EC80. hit rate 0.73% among 360,000. Muscarinic acetylcholine receptor M4 (Homo sapiens), P08173. inhibition, % at 3 µM;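 active means inhibition above its plate's cutoff, the mean inhibition of sample wells plus 3 SD, cut at about 27% in these data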;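 further: 0% = acetylcholine EC80 with DMSO and 100% = DMSO without agonist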
# CHRM5 antagonist: human M5 muscarinic receptor antagonists, primary screen, CHO cells, Fluo-8 calcium fluorescence | hit rate 0.59% among 360,000 | AID 624040, 2012 | Muscarinic acetylcholine receptor M5 (Homo sapiens), P08912 | CHO-hM5 cells, ACh EC80 | inhibition, % at 3 µM;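 active means inhibition above a per-plate cutoff, the mean of that plate's test compounds plus 3 SD, cut at about 27% in these data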;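 further: 0% = acetylcholine EC80 with DMSO and 100% = DMSO without agonist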
# Active calls of the source: *; . = not tested or not shown. Hits appear at their usual frequency; about 2.6% have a hit in one of these screens.
SMILES,M5 PAM,M1 PAM,M4 ag,CRFR2-BP ag,CHRM4 PAM,CHRM5 agonist,CRFR2-BP antag,M4 antag,CHRM5 antagonist
COc1cc(CCC(=O)OCC(=O)Nc2ncc(Cl)cc2Cl)cc(OC)c1OC,1,6,2,-4.7,16,-1,0,6,13
O=C(NC1CCN(S(=O)(=O)c2ccccc2F)CC1)c1cccnc1,4,6,1,-1.2,-8,-2,-7,-1,4
Cc1ccc(C)c(/C=N/NC(=S)NC(C)C)c1,-4,-8,-2,-2.6,9,-2,-52,-2,6
CC1(C)C(=O)Nc2ccccc2N1C(=O)c1ccc([N+](=O)[O-])cc1,-1,11,1,0.3,-8,-22,8,-13,9
Cc1cc(C)c2c(-n3cccc3)n[nH]c2n1,0,6,1,0.3,-2,1,-1,6,-1
O=C(NCCOc1ccccc1F)C1CCC(=O)N(CCc2cccc(F)c2)C1 (configuration not stated),0,1,3,-0.3,8,-3,-9,-15,9
COc1ccccc1N(CC(=O)NC1CCCCC1C)S(=O)(=O)c1cccs1 (configuration not stated),-8,3,1,-1.4,-1,-2,9,-7,25
CC/C(=N/NC(=O)c1ccc(Br)cc1)c1ccc(OCCN2CCOCC2)cc1,-10,-3,11,-1.0,-12,-4,13,23,21
CCCc1cc(C(=O)Nc2cccc(-c3nn[nH]n3)c2)sc1C,-5,-2,-1,2.7,6,0,14,-6,3
O=c1[nH]c2ccccc2cc1-c1noc(-c2cccnc2)n1,-1,9,1,-1.5,7,1,13,1,-1
O=C(Cn1cc(C(F)(F)F)ccc1=O)Nc1ccc(N2CCOCC2)cc1,-3,2,7,-1.1,-2,4,0,-2,4
Cc1nc(-c2ccccn2)sc1C(=O)O,4,8,0,-2.4,-7,1,19,6,1
CC1CCN(S(=O)(=O)c2ccc(C(=O)Nc3nnc(-c4ccccn4)o3)cc2)CC1,1,6,0,0.1,2,-5,-14,1,2
O=C(NCCO)Nc1ccc(Cl)cc1,4,2,0,-0.3,-9,-2,11,11,4
O=C(Cc1ccc(NC(=O)C2CCN(C(=O)C3CCCCC3)CC2)cc1)Nc1ccc(C(=O)N2CCOCC2)cc1,-1,13,0,3.4,4,2,12,-8,-2
Cc1nc(NCCCN2CCOCC2)c2cnn(-c3ccccc3)c2n1,-2,6,1,2.8,4,-1,-12,-2,15
CC1(C)CC(=O)C(C(C2=C(O)CC(C)(C)CC2=O)c2ccc(Br)s2)C(=O)C1 (configuration not stated),6,13,0,21,4,-3,4,3,4
COc1ccc(C2(c3ccc(OC)cc3)NC(=O)N(CC(=O)Nc3ccc(OC(F)F)cc3)C2=O)cc1,2,12,2,2.4,4,-2,-6,-6,3
Cn1ccnc1SCC(=O)Nc1cccc2ccccc12,-2,-5,0,-0.9,-12,-2,-5,13,1
COc1cccc(NC(=O)Cn2c(=O)n(-c3ccccc3)c(=O)c3sccc32)c1,8,12,-1,1.3,6,3,15,-10,-1
CCOC(=O)c1c(NC(=S)NCC2CCCO2)sc(C)c1C (configuration not stated),-6,-1,0,0.8,-5,-4,-41,1,7
O=C(NN=C(c1ccccc1)c1ccccc1)C(CCl)C1CCCCC1 (configuration not stated),6,8,4,-0.8,6,1,10,-10,4
CCOC(=O)C1(CCOC)CCN(Cc2ccncc2)CC1,-3,3,1,-0.1,-8,-2,2,12,7
CCOC(=O)NC(=O)CN1C(=O)NC(C)(c2ccccc2)C1=O (configuration not stated),2,1,2,-0.8,-4,2,5,2,-1
CCCOC(=O)CCCCCCCCC(O)CN1CCCCC1 (configuration not stated),-5,-15,2,6.1,-24,-15,1,22,6
O=C(COc1ccccc1F)Nc1ccc(S(=O)(=O)NCc2ccco2)cc1,-1,-8,12,1.1,-12,0,-3,-1,-6
NC(=O)c1ccccc1NC(=O)/C=C/C(=O)O,-2,5,0,-0.7,2,-1,9,10,1
O=C1C=C(Nc2cccnc2)c2ccccc2C1=O,-15,25,1,-4.5,2,3,1,-11,13
COc1cc(/C=N/NS(=O)(=O)c2ccc(C(C)(C)C)cc2)cc([N+](=O)[O-])c1O,-9,7,0,-3.3,-2,-5,6,4,13
OCCC1CN(Cc2cc(F)ccc2-n2cccn2)CCN1C1CCCC1 (configuration not stated),3,6,1,0.2,-16,-6,0,-2,1
C/C(CC(=O)NC12CC3CC(CC(C3)C1)C2)=N\NC(=O)c1ccc(F)cc1,-5,2,1,0.5,-9,-4,1,0,12
Cc1cccc(NC(=S)NNC(=O)c2ccc(O)cc2O)c1C,-10,8,1,1.6,-1,0,-16,2,16
CCOC(=O)N1CCN(c2c(NCCc3ccccc3)c(=O)c2=O)CC1,0,7,1,1.3,1,3,-2,-1,2
O=C(COc1ccc(-c2nnco2)cc1)Nc1c(F)cccc1F,3,6,0,-0.2,9,0,2,-10,2
CCOC(=O)[C@@H]1[C@H]2COc3ccc(Br)cc3[C@H]2N2C(=O)N(c3ccc(C(F)(F)F)cc3)C(=O)[C@]12C,-8,2,0,3.4,1,3,-4,5,6
O=C1CCC([N+](=O)[O-])C(c2cccc3ccccc23)N1 (configuration not stated),5,13,3,1.3,7,4,-14,0,3
CC(Sc1nnc(N)s1)C(=O)NNC(=O)c1cccc(Cl)c1 (configuration not stated),0,5,1,-2.2,1,4,10,5,11
CCCNC(=O)Cn1cnc2sc(C(=O)N3CCN(c4ccc(F)cc4)CC3)c(C)c2c1=O,4,-9,3,-0.6,5,0,-6,5,-1
COc1ccc(NC(=O)COC(=O)c2n[nH]c3ccccc23)c(OC)c1,-2,4,5,-0.8,2,1,-1,1,12
CC(=O)C1=C(C)Nc2ncnn2C1c1ccc(O)cc1 (configuration not stated),-2,17,0,-0.3,1,-2,-6,4,1

# Only M4 antag, CHRM5 antagonist and CHRM4 PAM, for some of the entries so far:
SMILES,M4 antag,CHRM5 antagonist,CHRM4 PAM
O=C(NN=C(c1ccccc1)c1ccccc1)C(CCl)C1CCCCC1 (configuration not stated),-10,4,6
CCOC(=O)C1(CCOC)CCN(Cc2ccncc2)CC1,12,7,-8

# 4 compounds from above, ordered by SMILES length, highest first.
SMILES,M5 PAM,M1 PAM,M4 ag,CRFR2-BP ag,CHRM4 PAM,CHRM5 agonist,CRFR2-BP antag,M4 antag,CHRM5 antagonist
CCCNC(=O)Cn1cnc2sc(C(=O)N3CCN(c4ccc(F)cc4)CC3)c(C)c2c1=O,4,-9,3,-0.6,5,0,-6,5,-1
O=C(Cn1cc(C(F)(F)F)ccc1=O)Nc1ccc(N2CCOCC2)cc1,-3,2,7,-1.1,-2,4,0,-2,4
CCOC(=O)N1CCN(c2c(NCCc3ccccc3)c(=O)c2=O)CC1,0,7,1,1.3,1,3,-2,-1,2
O=C1CCC([N+](=O)[O-])C(c2cccc3ccccc23)N1 (configuration not stated),5,13,3,1.3,7,4,-14,0,3

# More compounds:
SMILES,M5 PAM,M1 PAM,M4 ag,CRFR2-BP ag,CHRM4 PAM,CHRM5 agonist,CRFR2-BP antag,M4 antag,CHRM5 antagonist
C/C=C1\NC(=O)[C@H](C)NC(=O)[C@@H](NC(=O)[C@H](Cc2ccc(O)cc2)NC(=O)[C@@H](NC(=O)/C(C)=C/C)C(C)C)[C@@H](C)OC(=O)[C@H](CC(C)C)NC(=O)[C@@H](CCC(=O)O)NC1=O,3,11,1,.,9,2,.,6,-9
Cc1cc(C)c2c(=O)[nH]c(SCC(=O)N3CCCCC3)nc2n1,-4,-3,0,-2.6,6,-1,6,-1,7
CCOC(=O)c1c(NC(=O)CN2C(=O)NC3(CCCCC3C)C2=O)sc(C(=O)N(C)C)c1C (configuration not stated),2,8,1,0.0,4,2,-12,-7,8
O=C(COC(=O)c1ccccc1NC(=O)c1ccccc1)c1cccc([N+](=O)[O-])c1,-5,-6,2,-3.2,1,2,21,-2,5
CCS(=O)(=O)N1N=C(c2cccc(NS(C)(=O)=O)c2)CC1c1ccccc1 (configuration not stated),-2,-6,4,3.6,0,1,-3,-1,5
Cc1cccc(NC(=O)[C@@H]2CCCN2C(=O)OC(C)(C)C)c1C,3,15,1,0.6,0,1,1,-16,-8
Cc1ccccc1-n1nnnc1SCC(=O)Nc1ccc(S(=O)(=O)N2CCCC2)cc1,-4,-2,2,-0.6,-5,1,2,5,8
C=C1C(C(=O)Nc2ccc(OCC)cc2)C1C(=O)Nc1ccc(OCC)cc1 (configuration not stated),-2,-1,0,1.2,-5,-4,11,5,13
CC(NC(=O)COC(=O)/C=C/c1ccc(Cl)cc1)c1ccccc1 (configuration not stated),-2,13,2,-0.1,6,-1,-23,-4,-6
N#C/C(=C\c1ccc(F)cc1)C(=O)Nc1ccccn1,1,12,-1,2.3,2,-4,-18,-2,0
NC(=O)c1nn(-c2ccc(Cl)cc2Cl)c(=O)cc1O,-7,8,-1,-1.9,1,-1,8,2,15
COc1cc([C@@H]2CC=C(C(=O)O)[C@H](c3ccc(F)cc3)N2S(=O)(=O)c2ccc(C)cc2)cc(OC)c1OC,-1,0,1,-0.5,17,2,6,-11,4
Cc1ccc(NS(=O)(=O)c2c(C)noc2C)cc1,-12,-14,0,0.1,-11,-8,10,7,4
NC(=O)CC(NC(=O)Cc1ccc(Cl)cc1)c1ccc(NC2CC3CCC2C3)c([N+](=O)[O-])c1 (configuration not stated),9,12,1,-2.4,17,2,-12,11,5
